Source: PubChem (several laboratories)
Shn3 inh set2 – reduction of Shn3 3'UTR firefly luciferase signal, primary screen, Schnurri-3 inhibitor project, cell-based, Clone20 osteoblasts, set 2; Clone20 osteoblast Shn3 3'UTR firefly luciferase, 24 h; inhibition, % at 12.5 µM; hit rate 0.52% among 360,000;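 active means mean inhibition of at least 75% with every replicate also reaching 75%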;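 further: 0% = median of neutral control wells and 100% = pilot-screen positive control compound; some compounds past the cut are filed as inactive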
TRPM1 prom inh – inhibitors of MITF-dependent TRPM1 promoter reporter, primary screen, cell-based, SK-MEL-5, single point, luciferase; hit rate 0.83% among 330,000; SK-MEL-5 TRPM1 promoter luciferase, 24 h; inhibition, % at 12.5 µM; AID 488899, 2010;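 active means mean inhibition across replicates of 60% or more, whatever share of single replicates reaches that level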; further: values of inactives mirror those of a sister screen read the other way
NR2E3 ag-1 – inhibitors of NR2E3-RetCOR corepressor binding, primary screen, NR2E3 agonist project, biochemical, TR-FRET, GST-NR2E3, biotin-RetCOR; 1536-well; inhibition of corepressor binding, % at 4.78 µM; hit rate 0.12% among 320,000; Photoreceptor-specific nuclear receptor (Homo sapiens), Q9Y5X4; AID 2300, 2010;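 active means percent inhibition above the cutoff of mean plus 3 SD of all tested compounds, set per screening campaign, cut at about 20% in these data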;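 further: 0% = DMSO wells and 100% = biotin wells as full block of FRET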
Target sequence (Q9Y5X4 whole entry, looked up): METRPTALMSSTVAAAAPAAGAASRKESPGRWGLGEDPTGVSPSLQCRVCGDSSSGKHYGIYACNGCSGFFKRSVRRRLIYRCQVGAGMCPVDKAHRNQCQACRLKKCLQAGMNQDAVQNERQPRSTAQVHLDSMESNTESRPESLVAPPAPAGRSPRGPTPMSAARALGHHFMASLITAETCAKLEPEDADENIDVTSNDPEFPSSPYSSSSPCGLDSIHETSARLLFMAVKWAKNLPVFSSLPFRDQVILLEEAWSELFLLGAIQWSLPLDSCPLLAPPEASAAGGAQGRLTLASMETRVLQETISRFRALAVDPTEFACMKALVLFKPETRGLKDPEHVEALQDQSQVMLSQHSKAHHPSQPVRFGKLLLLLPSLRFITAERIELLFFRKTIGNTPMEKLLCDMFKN
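Material: NR2E3–RetCOR corepressor complex / Incubation: Compound–protein incubation for 5 h at 4 °C / Dosing: compound at 4.8 µM, single dose / Detection: time-resolved FRET / Benchmarks: high control biotin, low control 0.6% DMSO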
KKLEB cytotox – cytotoxicity in KKLEB CF airway cells, primary screen, cytotoxicity control for CF NF-kB inhibitor project, cell-based, uHTS, fluorescence assay plates. KKLEB CF airway cells viability, ATPlite luminescence, overnight; stronger effect = lower value; cells stimulated with P. aeruginosa culture filtrate. activity change (cytotoxicity), % at 5 µM. hit rate 0.36% among 360,000;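 active means corrected activity change at or below -50% at 5 µM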
Peg3 promoter – Peg3 promoter-driven luciferase inhibitors, primary screen, cell-based, HeLa, luciferase luminescence | inhibition, % at 20 µM | hit rate 1.7% among 360,000 | HeLa PEG-Prom luciferase reporter, overnight | AID 588405, 2011;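 active means inhibition of at least 50% at 20 µM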
CF NFkB block – inhibitors of PAF-induced NF-kB signaling, primary screen, cell-based, GFP fluorescence, uHTS; hit rate 0.86% among 360,000; AID 588850, 2011; KKLEB NF-kB-GFP reporter, GFP fluorescence overnight; inhibition, % at 5 µM;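 active means at least 50% inhibition at 5 µM, scaled per plate between neutral and stimulator controls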;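 further: PAF is a Pseudomonas aeruginosa culture filtrate used as stimulus; plate controls were PAF-stimulated DMSO wells for no effect and unstimulated DMSO wells for full effect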
NR2E3 ag-2 – NR2E3 agonists in two-hybrid cells, primary screen, cell-based, luminescence, CHO-S, Gal4-NCOR/VP16-NR2E3. hit rate 0.35% among 360,000. luciferase. Photoreceptor-specific nuclear receptor (Homo sapiens), Q9Y5X4. AID 602229, 2012. inhibition of corepressor binding, % at 3.98 µM;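 active means inhibition above the mean of all tested compounds plus 3 SD, cut at about 70% in these data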;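 further: 0% = DMSO with NR2E3 transfected cells and 100% = cells lacking NR2E3 construct; higher means lower luciferase signal from less NR2E3 corepressor binding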
HIF-2a inh – HIF-2a reporter inhibitors, primary screen, luminescence, 786-0 RCC cells; 786-0 RCC cells HIF-2a reporter, luciferase luminescence, overnight; inhibition, % at 18.8 µM; hit rate 0.72% among 360,000; AID 624352, 2012;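 active means inhibition of the luminescence signal of 40% or more relative to plate controls, in a single-dose primary screen at 18.75 µM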
TWEAK-Fn14 inh – inhibitors of TWEAK-Fn14 signaling, primary screen, luciferase reporter cells, uHTS | hit rate 2% among 360,000 | TWEAK-stimulated Fn14 reporter cells, luciferase luminescence, 8 h | inhibition, % at 10 µM; in the data active means inhibition above about 50%
aDG glyco up – activators of alpha-DG glycosylation, primary screen, uHTS, Pro5-aDG cells, AlphaScreen | activation, % at 10 µM | alpha-DG glycosylation AlphaScreen (IIH6); 0% Pro5, 100% B10-LARGE cell signal | hit rate 0.22% among 360,000;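 active means activation of at least 8% versus controls, or a plate z-score of at least 8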;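 further: Pro5 are CHO cells carrying HIG-tagged alpha-DG that lacks glycosylation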
hiPSC survival – enhancers of single-cell hiPSC survival, primary screen, ATPlite luminescence; 100% = ROCK inhibitor wells, 0% = DMSO; survival enhancement, % at 20 µM; hit rate 0.044% among 360,000; AID 602274, 2012; in the data active means survival enhancement above about 18%;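 further: cells exposed to compounds for 16 hours before the ATP read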
* = called active by the depositor; / = not tested or not shown. Random draw from the library; overall some 4.4% were active at least once.

SMILES	Shn3 inh set2	TRPM1 prom inh	NR2E3 ag-1	KKLEB cytotox	Peg3 promoter	CF NFkB block	NR2E3 ag-2	HIF-2a inh	TWEAK-Fn14 inh	aDG glyco up	hiPSC survival
CN1CCN(c2nc3c(c(=O)[nH]c(=O)n3C)n2Cc2cccc(Br)c2)CC1	-1	0	-2	3	1	11	3	18	1	-0.2	-0.2
COc1ccc(CCCc2nc3ccccc3[nH]2)cc1	-5	-6	-2	12	-34	-8	-6	-33	-17	0.0	-0.7
O=C(Nc1ccc(OC(F)F)cc1)c1cc[n+]([O-])cc1	-9	1	-1	4	-9	-14	-17	17	14	0.1	-0.5
COc1cccc(/C=N/NC(=O)CC(C)O)c1OC/C=C/c1ccccc1 (stereo not drawn)	7	12	/	-1	23	-12	-10	0	-5	0.7	-0.4
O=C(CNC(=O)c1ccco1)NCC(=O)OCc1ccccc1Cl	7	7	0	6	-31	-11	-18	17	13	-0.1	1.6
CCCCn1nnnc1C(c1cc2ccccc2o1)N1CCN(c2ccccc2F)CC1 (stereo not drawn)	/	/	/	/	/	/	14	-2	3	-0.1	0.7
Cc1cc(C(=O)Nc2sc3c(c2C#N)CCC(C)C3)cs1 (stereo not drawn)	-63	-66	6	5	-138	-9	-53	-198	0	-0.1	2.0
C/C(=N\NS(=O)(=O)c1cccc([N+](=O)[O-])c1)c1cccnc1	8	16	0	-18	9	-4	-31	7	5	-0.2	1.0
O=c1nc2n(c3ncccc13)CCC2	-14	5	-2	3	2	7	0	15	-17	0.0	1.1
ON(CCc1ccncc1)Cc1ccccc1	-6	13	/	5	3	-7	-24	7	0	0.0	0.6
CCOc1ccc(N2C(=O)/C(=C/c3cc(OC)c(OC)c(OC)c3)N(CC(=O)OC)C2=S)cc1	-23	-3	2	-12	42	34	-11	48*	-2	0.4	0.6
COc1cc(C(C[N+](=O)[O-])c2c(N)n(C)c(=O)n(C)c2=O)ccc1O (stereo not drawn)	-2	6	0	-3	23	42	10	23	28	2.3	-0.4
O=c1cc(CN2CCCc3ccccc32)nc2sccn12	-10	3	-2	10	-8	2	-18	-17	2	0.1	-1.0
NS(=O)(=O)c1ccc(NC(=O)COC(=O)COc2cccc(C(F)(F)F)c2)cc1	-9	2	1	4	-14	-2	-15	-9	-3	0.7	-0.6
Cc1cccc(OCCCOc2cccc3cccnc23)c1C	-5	-25	1	-6	-85	6	-54	-124	-4	1.7	1.4
CC(=O)Nc1cccc(NC(=O)C(=O)c2cn(CC(=O)N3CCCC3)c3ccccc23)c1	-11	/	/	-2	-140	-63	-59	-176	-8	0.2	-1.7
COc1ccc(CNC(=O)c2cccc(N(C)C)c2)cc1	-3	12	-2	4	-25	-9	-20	-20	7	0.2	4.7
O=C1CCCC2=C1C(c1ccccc1)NC(=S)N2 (stereo not drawn)	-11	3	1	-16	10	0	-14	17	14	-0.2	1.6
Cc1csc(=O)n1CCC(=O)OCC(=O)Nc1cccc(C#N)c1	-2	-1	2	1	11	6	-12	19	7	-0.1	-0.1
COC(=O)C1=C(C)N(C)C(=O)NC1c1ccsc1 (stereo not drawn)	-2	-11	-2	-2	6	3	-10	15	8	0.0	-1.2
COc1ccc(-c2cc(C(=O)N(C)Cc3ccccc3)no2)cc1OC	9	-15	-2	-6	-19	6	-9	-67	-57	0.3	1.0
CNC(=S)N/N=C(\C)c1ccccc1	-5	3	1	-8	2	-18	10	-11	-2	0.0	-0.3
CCc1ccccc1NC(=O)CSc1nnc([C@@H](NC(=O)OC(C)(C)C)C(C)CC)o1 (stereo partly drawn)	20	0	0	18	13	-20	-2	-5	10	0.0	0.7
O=S1(=O)CCN(Cc2cccc(Cl)c2)CC1	14	8	2	-8	20	-9	-18	4	16	-0.2	-0.7
CCn1c(C)nnc1SCC(=O)Nc1cccc(C(F)(F)F)c1	-10	5	-3	-1	-1	10	-17	16	-8	0.1	-0.4
CCN1CC(CN(C)Cc2nc(-c3ccc(OC)c4ccccc34)oc2C)CC1=O (stereo not drawn)	26	9	2	-10	9	5	-13	20	5	-0.2	-0.1
C=CCn1c(-c2ccccc2)n[nH]c1=S	11	6	2	4	8	5	-15	9	4	0.1	-1.1
O=Cc1cn(CCC(=O)O)nc1-c1cccc(Cl)c1	-7	5	2	-5	4	18	-3	20	0	-0.1	3.7
Fc1ccc(-c2nc3c(Cl)cc(C(F)(F)F)cn3c2Cl)cc1	-40	-44	-5	18	-202	-25	-59	-170	-18	-0.3	-1.5
CC(C)(C)C1CCC(=NOC(=O)c2ccc(F)cc2)CC1 (stereo not drawn)	-1	2	-5	-19	1	1	-18	9	-42	0.0	0.9
COc1ccc(NC(=O)COC(=O)c2ccc3ccccc3n2)c(OC)c1	-5	19	/	-12	13	11	-6	16	10	-0.2	0.1
COc1ccc(C2C(C(=O)OCC(=O)NC(C)(C)C)CCC(=O)N2c2ccc(C)cc2)cc1OC (stereo not drawn)	-7	-5	1	-8	1	10	20	19	7	0.2	0.9
NC(=O)C1CCN(C(=O)c2cc(S(=O)(=O)N3CCN(c4ccccc4)CC3)ccc2Cl)CC1	-11	5	/	-5	57*	19	6	11	10	0.1	-0.4
O=C1c2ccc3c4c(ccc(c24)C(=O)N1CCCCO)C(=O)N(CCCCO)C3=O	37	102*	/	-2	49	-29	-24	-36	-57	5.7	-1.6
O=C(COC(=O)c1c2c(nc3ccccc13)CCCC2)c1cccs1	-10	6	0	-6	13	7	-18	15	12	0.3	2.4
Cc1cccc(CSc2nnc(CCCCCNC(=O)OC(C)(C)C)o2)c1	-4	9	2	8	9	4	-22	26	6	0.0	-0.6
COc1ccc(/C=N/n2c(-c3ccccc3)n[nH]c2=S)cc1	-15	-1	0	-5	11	18	0	0	-19	0.2	0.0
CCOC(=O)N1CCN(C(=O)c2cccn3c(=O)c4cc(Br)ccc4nc23)CC1	9	-2	1	-2	9	0	-16	6	3	-0.7	-0.4
CN1CCN(NC(=O)Nc2ccc(F)cc2)CC1	27	-11	/	-4	-1	12	-9	-3	-3	0.0	-0.4
Cc1cc(NC(=O)C23CCC(C)(C(=O)O2)C3(C)C)no1 (stereo not drawn)	9	1	-2	-6	-1	-4	9	13	1	-0.1	-0.2
COc1ccccc1N1CCN(C(=O)C(=O)c2cn(CC(=O)N3CCCCCC3)c3ccccc23)CC1	4	20	4	-6	19	-3	11	2	-5	0.0	0.4
Cc1ccc(C)c(C(O)c2ncc(-c3ccccc3Cl)[nH]2)c1 (stereo not drawn)	-17	/	/	-2	-6	5	-37	-20	-1	-0.1	0.0
CC(C)c1nc(C(N)=O)c2[nH]c(=O)n(-c3ccc(F)cc3)c2n1	-5	/	2	-10	13	-4	-7	12	4	0.0	-2.6
COc1ccc2c(c1OC)C(=O)N1C2SC(C)(C)[C@H]1C(=O)NC1CCCC1 (stereo partly drawn)	22	4	0	-4	-14	4	-6	12	-8	0.0	2.7
Cc1ccc(C(=O)OCC(=O)c2ccc(S(=O)(=O)N3CCCCC3)cc2)o1	6	15	-7	-10	3	-10	2	14	0	-0.1	0.2
COc1ccc(/C(O)=C2/C(=O)C(=O)N(Cc3cccnc3)C2c2ccccn2)cc1 (stereo not drawn)	-37	-6	-3	0	-13	3	-18	-60	-34	0.0	2.0
N/C(=N\N=Cc1ccc2c(c1)OCO2)NN=Cc1ccc2c(c1)OCO2	-8	66*	/	-4	32	8	-33	-6	-98	-0.1	-2.6
Cc1cc([N+](=O)[O-])ccc1-c1ccc(/C=N/NC(=O)Cc2ccccc2)o1	-15	-20	3	-2	17	-40	-7	-3	14	2.9	5.4
CCCS(=O)(=O)N1CCCC(C(=O)NCCCN(CC)c2cccc(C)c2)C1 (stereo not drawn)	10	5	1	4	17	4	-4	10	-6	0.0	-0.5
S=C(Nc1ccccc1Cl)N(Cc1cccnc1)Cc1ccco1	16	0	-3	2	20	-2	-6	21	26	0.1	0.5
CCS(=O)(=O)N1CCC(C(=O)O)CC1	-17	5	0	-5	8	7	-8	6	4	-0.3	-0.8
COCCN(C(=O)c1cc(Cl)nc2ccccc12)c1c(N)n(Cc2ccccc2)c(=O)[nH]c1=O	-12	-9	-1	-14	8	26	10	10	6	-0.3	-0.3
Cc1ccc(C)c(N2CCN(C(=O)CCCCn3c(=O)[nH]c4ccccc4c3=O)CC2)c1	-23	14	-4	-5	5	12	3	18	50*	0.5	-1.5
COc1cccc(NC(=O)CN(C)C(=O)c2cc(-c3ccc(C)o3)nc3ccccc23)c1	6	-7	1	16	13	-28	-7	6	8	-0.4	1.9
CSc1cccc(NC(=O)CCCOc2ccc(Cl)cc2Cl)c1	-2	4	0	14	-11	-5	-22	0	8	-0.2	-0.9
Cc1ccc(CNC(=O)c2cnc(-c3ccccn3)nc2C(F)(F)F)cc1	-5	7	1	-1	-2	-9	-3	-17	-9	-0.3	-1.4
NC(=O)c1cccc(-c2csc(C(O)c3ccccc3)n2)c1 (stereo not drawn)	-28	/	/	11	-60	-25	-58	-74	1	0.0	-0.4
CC(C)(C)c1cc[n+](/C(C(=S)NC2CC2)=C(/[O-])c2ccc(Cl)s2)cc1	-14	4	-4	-4	4	0	-6	-4	2	-0.2	0.2
COc1ccc(S(=O)(=O)N2CC(O)CC2C(=O)Nc2cccnc2)cc1 (stereo not drawn)	-4	-2	2	-12	12	12	-20	2	0	0.0	-0.3

A draw from above in order of length of the SMILES, smallest number first:
SMILES	Shn3 inh set2	TRPM1 prom inh	NR2E3 ag-1	KKLEB cytotox	Peg3 promoter	CF NFkB block	NR2E3 ag-2	HIF-2a inh	TWEAK-Fn14 inh	aDG glyco up	hiPSC survival
CSc1cccc(NC(=O)CCCOc2ccc(Cl)cc2Cl)c1	-2	4	0	14	-11	-5	-22	0	8	-0.2	-0.9
COc1ccc(/C(O)=C2/C(=O)C(=O)N(Cc3cccnc3)C2c2ccccn2)cc1 (stereo not drawn)	-37	-6	-3	0	-13	3	-18	-60	-34	0.0	2.0
CC(C)(C)c1cc[n+](/C(C(=S)NC2CC2)=C(/[O-])c2ccc(Cl)s2)cc1	-14	4	-4	-4	4	0	-6	-4	2	-0.2	0.2
